Source: PubChem BioAssay
Vif-APOBEC3G blk: inhibitors of Vif-APOBEC3G interaction | Q9HC16 | HeLa A3G-eYFP + Vif (tagged APOBEC3G with the HIV-1 protein that degrades it), YFP fluorescence, overnight | Potency, µM (doses to about 46.1 µM), for the others: at the highest dose activity, negative = active, usual class: inhibitors | actives 0.076% (n = 410,000);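 also: potency is read from the fitted curve at half-maximal effect; % is scaled to controls: 0 for no effect and ±100 for the full control effect; nearly all actives have a fitted effect of over 60% in size; hits raise eYFP signal because A3G escapes Vif-driven loss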
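Read-out is eYFP fluorescence (Ex 488/Em 500-530) from Vif-expressing HeLa A3G-eYFP cells; more signal means A3G escaped Vif-mediated degradation. Cells plated overnight, compound pinned in, incubated overnight at 37 deg C.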
D1 PAM: enhances dopamine response at the human D1 receptor; AID 504651; actives 0.036% (n = 360,000); HEK293 TREx D1 cells, calcium flux, dopamine EC20 potentiation; potentiation, % at 10 µM; in the data active = potentiation above about 30%; also: 0% is about no effect
Target sequence (P21728 whole entry, looked up): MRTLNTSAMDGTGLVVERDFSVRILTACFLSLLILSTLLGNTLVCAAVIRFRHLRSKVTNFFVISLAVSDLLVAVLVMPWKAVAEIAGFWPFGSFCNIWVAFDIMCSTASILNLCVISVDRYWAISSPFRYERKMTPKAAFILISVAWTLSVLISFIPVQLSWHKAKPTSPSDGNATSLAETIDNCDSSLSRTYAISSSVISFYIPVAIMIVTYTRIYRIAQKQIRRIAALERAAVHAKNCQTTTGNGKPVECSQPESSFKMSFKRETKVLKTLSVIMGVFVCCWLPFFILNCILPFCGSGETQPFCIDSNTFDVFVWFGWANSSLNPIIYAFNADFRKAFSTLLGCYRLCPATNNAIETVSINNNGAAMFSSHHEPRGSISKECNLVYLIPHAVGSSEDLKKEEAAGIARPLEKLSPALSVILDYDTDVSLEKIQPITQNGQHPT
D1 ag: human D1 receptor agonism; P21728; HEK293 T-REx D1 cells, calcium flux, agonist mode; activation, % at 2 µM; actives 1% (n = 360,000); AID 504660; in the data active = activation above about 30%; also: 0% is about no effect
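Tetracycline-induced HEK293 TREx D1 cells, force-coupled to calcium signalling, were dye-loaded with a no-wash calcium kit. Compound was pin-added after a 10 s baseline. Fluorescence was read kinetically at 1 cycle/s for 180 s, with calcium rises flagged as agonism.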
D1 antagonist: antagonists of human D1 dopamine receptor. P21728. HEK293 TREx D1 cells, calcium flux, dopamine EC80; hits give low values. activity change, negative = inhibition, % at 10 µM. actives 3.2% (n = 360,000); in the data active = activity change below about -30%; also: % is scaled to controls: 0 for no effect and ±100 for the full control effect
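Compound effects on dopamine-evoked calcium signalling were measured in tetracycline-induced HEK293 Trex D1 cells. Dopamine at EC80 followed a 180 s compound pre-read, and fluorescence was tracked kinetically for 180 s more.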
Vif-APOBEC3F blk: Vif-A3F binding inhibition; HeLa A3F-eYFP + Vif (tagged APOBEC3F with the HIV-1 protein that degrades it), YFP fluorescence increase; Potency, µM (top dose mostly 46.1 µM), for inactives: top-dose activity, negative = active; actives 0.2% (n = 390,000); AID 602313; also: potency is read from the fitted curve at half-maximal effect; % of control where 0% means no effect; nearly all actives have a fitted effect of over 65% in size
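HeLa cells stably expressing Vif plus C-terminally eYFP-tagged A3F were seeded, incubated overnight at 37 deg C, dosed with compound, incubated overnight again at 37 deg C. Yellow fluorescence (Ex 488/Em 500-530) reported blocked Vif-mediated A3F-eYFP degradation.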
GRP78 ERSR act: induces the endoplasmic reticulum stress response in human glioma cells; Potency, µM, for the others: at the top dose activation, actives largely listed as activators; U87-MG GRP78 promoter luciferase reporter, 16 h; AID 602332; actives 0.02% (n = 420,000); also: potency is read from the fitted curve at half-maximal effect; series mostly up to about 76 µM; % of control where 0% means no effect; nearly all actives have a fitted effect of over 35% in size
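ERSR induction read as luciferase luminescence (Bright-Glo, 10 min at room temperature) in stably transfected human U87-MG glioma cells exposed to compounds for 16 h, using GRP78 as sensor.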
RXFP1 agonist: agonists of human relaxin receptor RXFP1 | Q9HBX9 | HEK293T-RXFP1 cAMP TR-FRET, 30 min; response scale: percent of porcine relaxin response, buffer zero | Potency, µM (series often up to 57.5 µM), inactives show at the top dose activation, usual class: activators | actives 0.3% (n = 370,000); also: potency is read from the fitted curve at half-maximal effect; % is scaled to controls: 0 for no effect and ±100 for the full control effect; nearly all actives have a fitted effect of over 60% in size; many of its hits are not listed in these tables
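Agonist response is measured as cAMP accumulation in an RXFP1-transfected HEK293T line under PDE4 inhibition. Values are scaled between buffer-only and 29 nM porcine relaxin, and EC50s come from standard Hill equation fits.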
RXFP1 antag: antagonists of human relaxin receptor RXFP1; HEK293-RXFP1, relaxin-stimulated cAMP HTRF, 30 min; hits give low values; activity change, negative = inhibition, % at 57.5 µM; actives 0.59% (n = 350,000);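 active = activity change of -60% or lower, but not beyond a set lower limit; inconclusive = change between -60% and -40%, or beyond the set limit; inactive = change above -40%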; also: % is scaled to controls: 0 for no effect and ±100 for the full control effect
D2 potentiator: D2 dopamine receptor (human) potentiation | P14416 | HEK293 T-REx D2, calcium flux, EC20 dopamine potentiation | potentiation, % at 10 µM | actives 0.34% (n = 340,000) | AID 485347;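 active = potentiation over 3 SD above the plate norm, cut at about 30% in these data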; also: 0% is about no effect
Target sequence (P14416 whole entry, looked up): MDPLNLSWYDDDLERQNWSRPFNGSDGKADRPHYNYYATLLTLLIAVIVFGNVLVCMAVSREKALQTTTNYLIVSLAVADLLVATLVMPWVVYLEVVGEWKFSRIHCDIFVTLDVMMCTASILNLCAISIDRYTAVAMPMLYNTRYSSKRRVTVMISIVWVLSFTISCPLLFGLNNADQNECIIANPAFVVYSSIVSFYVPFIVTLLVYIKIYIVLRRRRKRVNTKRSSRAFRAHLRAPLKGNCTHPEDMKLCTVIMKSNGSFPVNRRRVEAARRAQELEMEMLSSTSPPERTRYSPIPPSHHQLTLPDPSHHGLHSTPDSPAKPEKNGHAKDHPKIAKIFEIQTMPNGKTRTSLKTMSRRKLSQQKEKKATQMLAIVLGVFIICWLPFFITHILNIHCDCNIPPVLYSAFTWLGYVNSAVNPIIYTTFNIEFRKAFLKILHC
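Using a no-wash calcium dye in inducible, force-coupled HEK293 Trex cells expressing D2, we tracked fluorescence each second for 180 s after compound, then for 180 s after EC20 dopamine to detect augmented signalling.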
* hit, by the source's call; & = joins results of further samples. Unless noted, calls follow the shape of the dose curve; as a rule, active = well fitted curve in the direction sought with a large enough effect; inconclusive = small, poorly fitted or top-dose-only effect, or another doubt; inactive = no such curve, though single readings can be large; an effect the other way counts as inactive or inconclusive. Some of the compounds tested, so the mix of outcomes need not match the whole.

Results for COc1cc(CN2CCCC(CO)(Cc3ccccc3)C2)ccc1O (configuration not stated) ?
Vif-APOBEC3G blk: 2%; D1 PAM: 2; D1 ag: 3; D1 antagonist: -19; Vif-APOBEC3F blk: -4%; GRP78 ERSR act: -1%; RXFP1 agonist: -0.7%; RXFP1 antag: 5

How did Cc1cc(OCC(O)CN2CCN(C)CC2)ccc1C(C)C (configuration not stated) do in these assays?
Vif-APOBEC3G blk: 6%&5%; D1 PAM: -3; D1 ag: 5; D1 antagonist: 2; Vif-APOBEC3F blk: 9%&7%; GRP78 ERSR act: -1%&-7%; RXFP1 agonist: 1.4%; RXFP1 antag: -4&0

How did O=C(OC(C(=O)NCc1ccc2c(c1)OCO2)c1ccncc1)c1ccc(Cl)nc1 (configuration not stated) do in these assays?
Vif-APOBEC3G blk: -1%; D1 PAM: -4; D1 ag: 9; D1 antagonist: 15; Vif-APOBEC3F blk: 12%; GRP78 ERSR act: -1%; RXFP1 agonist: -0.5%; RXFP1 antag: 6; D2 potentiator: 2

How did Cc1nc2cc(NC(=O)Nc3ccccc3Cl)ccc2n1C do in these assays?
Vif-APOBEC3G blk: -2%; D1 PAM: -8; D1 ag: 2; D1 antagonist: -8; Vif-APOBEC3F blk: -10%; GRP78 ERSR act: -15%; RXFP1 agonist: -2.5%; RXFP1 antag: 4; D2 potentiator: 4

Results for CCC(=O)Nc1nc2c(OC)ccc(OC)c2s1 ?
Vif-APOBEC3G blk: -5%; D1 PAM: -4; D1 ag: 1; D1 antagonist: 7; Vif-APOBEC3F blk: -1%; GRP78 ERSR act: -2%; RXFP1 agonist: -1.7%; RXFP1 antag: -1; D2 potentiator: -1

How did Cc1nn(CC#N)c(=O)n1-c1ccc(Cl)cc1 do in these assays?
Vif-APOBEC3G blk: 4%; D1 PAM: 10; D1 ag: 4; D1 antagonist: 9; Vif-APOBEC3F blk: 4%; GRP78 ERSR act: -3%; RXFP1 agonist: -1.6%; RXFP1 antag: -18; D2 potentiator: -2

How did CCCCCc1cc(=O)[nH]c(=S)[nH]1 do in these assays?
Vif-APOBEC3G blk: 0%; D1 PAM: -5; D1 ag: 3; D1 antagonist: 42; Vif-APOBEC3F blk: 0%; GRP78 ERSR act: -13%; RXFP1 agonist: 6.4%; RXFP1 antag: 7; D2 potentiator: 6

How did COc1ccc(C2/C(=C(/O)c3ccc(C)cc3)C(=O)C(=O)N2c2ccccn2)cc1 (configuration not stated) do in these assays?
Vif-APOBEC3G blk: -4%; D1 PAM: -1; D1 ag: 0; D1 antagonist: 4; Vif-APOBEC3F blk: -11%; GRP78 ERSR act: 3%; RXFP1 agonist: 22%; RXFP1 antag: -18; D2 potentiator: 3

What do the screens show for `CC1CCCC(C)N1S(=O)(=O)c1ccc(NC(=O)c2ccccc2C(=O)N2CCOCC2)cc1` (configuration not stated)?
Vif-APOBEC3G blk: -3%; D1 PAM: 1; D1 ag: 2; D1 antagonist: 3; Vif-APOBEC3F blk: -6%; GRP78 ERSR act: -5%; RXFP1 agonist: 3.4%; RXFP1 antag: 15; D2 potentiator: 4

How did CN(CCc1ccccn1)C(=O)CCNC(=O)Cn1cnc2ccccc2c1=O do in these assays?
Vif-APOBEC3G blk: 2%; D1 PAM: 6; D1 ag: -1; D1 antagonist: 7; Vif-APOBEC3F blk: 6%; GRP78 ERSR act: -5%; RXFP1 agonist: 2.5%; RXFP1 antag: 8; D2 potentiator: -1

What do the screens show for `Cn1c(NC(=O)C[n+]2cc(-c3ccc(F)cc3)n3c2CCC3)cc(=O)n(C)c1=O`?
Vif-APOBEC3G blk: 0%; D1 PAM: 0; D1 ag: 0; D1 antagonist: -6; Vif-APOBEC3F blk: 4%; GRP78 ERSR act: -2%; RXFP1 agonist: 2.7%; RXFP1 antag: -2; D2 potentiator: -4

How did O=C1OCCC1Sc1nnc(-c2cccc(Br)c2)o1 (configuration not stated) do in these assays?
Vif-APOBEC3G blk: 0%; D1 PAM: -4; D1 ag: 2; D1 antagonist: 0; Vif-APOBEC3F blk: -5%; GRP78 ERSR act: -2%; RXFP1 agonist: 4.6%; RXFP1 antag: -9; D2 potentiator: 4

What do the screens show for `O=C(Nc1ccccc1-c1nnn(CC(=O)N2CCOCC2)n1)c1ccc(F)cc1`?
Vif-APOBEC3G blk: -4%; D1 PAM: -5; D1 ag: 1; D1 antagonist: 0; Vif-APOBEC3F blk: -8%; GRP78 ERSR act: -4%; RXFP1 agonist: -0.2%; RXFP1 antag: 12; D2 potentiator: -11

What do the screens show for `O=c1c(C(c2ccc(Cl)cc2)c2c(O)nc3n(c2=O)CCS3)c(O)nc2n1CCS2`?
Vif-APOBEC3G blk: -1%; D1 PAM: -3; D1 ag: 2; D1 antagonist: -3; Vif-APOBEC3F blk: 4%; GRP78 ERSR act: -2%; RXFP1 agonist: 2.9%; RXFP1 antag: 8; D2 potentiator: -2

Results for COc1ccc(-c2nc(SCC(=O)NC3CCCC3)c(-c3ccccc3)[nH]2)cc1OC ?
Vif-APOBEC3G blk: 1%; D1 PAM: 0; D1 ag: 1; D1 antagonist: 2; Vif-APOBEC3F blk: 5%; GRP78 ERSR act: 1%; RXFP1 agonist: 1.3%; RXFP1 antag: -21; D2 potentiator: -13

How did COc1ccc(C(CC(=O)N2CCCCC2)c2c(O)cc(OC)cc2OC)cc1 (configuration not stated) do in these assays?
Vif-APOBEC3G blk: -4%&0%; D1 PAM: 2; D1 ag: 4; D1 antagonist: 12; Vif-APOBEC3F blk: 9%; GRP78 ERSR act: -4%&-3%; RXFP1 agonist: -6.1%; D2 potentiator: 12

How did O=C1C(=O)N(CC2CCCO2)C(c2ccccc2[N+](=O)[O-])/C1=C(/O)c1ccccc1 (configuration not stated) do in these assays?
Vif-APOBEC3G blk: 1%; D1 PAM: -9; D1 ag: 2; D1 antagonist: 1; Vif-APOBEC3F blk: 7%; GRP78 ERSR act: 2%; RXFP1 agonist: 0.4%; RXFP1 antag: 8; D2 potentiator: -1

How did CSc1ccc(S(=O)(=O)Nc2ccccc2C(=O)N2CCOCC2)cc1 do in these assays?
Vif-APOBEC3G blk: 0%; D1 PAM: 3; D1 ag: 2; D1 antagonist: -8; Vif-APOBEC3F blk: 0%; GRP78 ERSR act: -1%; RXFP1 agonist: 0.1%; RXFP1 antag: 8; D2 potentiator: 8

What do the screens show for `COc1ccc(Cl)cc1C(=O)Nc1ccc(CN2CCCCC2)cc1`?
Vif-APOBEC3G blk: -1%; D1 PAM: -11; D1 ag: 2; D1 antagonist: -8; Vif-APOBEC3F blk: 1%; GRP78 ERSR act: -1%; RXFP1 agonist: 0.1%; RXFP1 antag: 0; D2 potentiator: -12

What do the screens show for `O=C(NC1(C(F)(F)F)NC(=O)N(CC2CCCCC2)C1=O)c1ccco1` (configuration not stated)?
Vif-APOBEC3G blk: 1%; D1 PAM: 0; D1 ag: 1; D1 antagonist: -9; Vif-APOBEC3F blk: -13%; GRP78 ERSR act: -3%; RXFP1 agonist: -0.2%; RXFP1 antag: 24; D2 potentiator: 1

How did Cc1ccc(N(CC(=O)NCC2CCCO2)C(=O)CCC(=O)Nc2ccccn2)cc1 (configuration not stated) do in these assays?
Vif-APOBEC3G blk: -1%; D1 PAM: -2; D1 ag: 1; D1 antagonist: 10; Vif-APOBEC3F blk: -1%; GRP78 ERSR act: -4%; RXFP1 agonist: 0.6%; RXFP1 antag: -35

Results for COc1ccc(NC(=S)Nc2cccc3cnccc23)cc1 ?
Vif-APOBEC3G blk: -4%; D1 PAM: -3; D1 ag: 4; D1 antagonist: -6; Vif-APOBEC3F blk: 4%; GRP78 ERSR act: -4%; RXFP1 agonist: 4.7%; RXFP1 antag: -6; D2 potentiator: 3

What do the screens show for `O=C1C(Cl)=C(N2CCC(C(=O)O)CC2)C(=O)c2ccccc21`?
Vif-APOBEC3G blk: -25%; D1 PAM: -2; D1 ag: 4; D1 antagonist: 8; Vif-APOBEC3F blk: inconclusive; GRP78 ERSR act: -3%; RXFP1 agonist: 15%; RXFP1 antag: 1; D2 potentiator: 8

How did COc1ccc(-c2cc3nc(C)c(CCC(=O)N4CCN(c5ccc(F)cc5)CC4)c(C)n3n2)c(OC)c1 do in these assays?
Vif-APOBEC3G blk: 6%; D1 PAM: 3; D1 ag: 2; D1 antagonist: 6; Vif-APOBEC3F blk: -1%; GRP78 ERSR act: -3%; RXFP1 agonist: 0.9%; D2 potentiator: 7

What do the screens show for `Cc1nn(-c2ccccc2)c(Cl)c1C(=O)N1CCN(c2ncnc3c2cnn3-c2ccccc2)CC1`?
Vif-APOBEC3G blk: -6%; D1 PAM: -4; D1 ag: 1; D1 antagonist: -17; Vif-APOBEC3F blk: -7%; GRP78 ERSR act: -14%; RXFP1 agonist: -1.3%; RXFP1 antag: inconclusive; D2 potentiator: 4

How did CC1CCN(C(=O)CSc2nnc(-c3cc4ccccc4cc3O)n2Cc2ccco2)CC1 do in these assays?
Vif-APOBEC3G blk: 0%; D1 PAM: -1; D1 ag: 1; D1 antagonist: -6; Vif-APOBEC3F blk: 2%; GRP78 ERSR act: -1%; RXFP1 agonist: 0.8%; RXFP1 antag: -23; D2 potentiator: 10

How did Cc1ccccc1CS(=O)(=O)c1ccc(C(=O)N2CCOCC2)cc1[N+](=O)[O-] do in these assays?
Vif-APOBEC3G blk: -16%; D1 PAM: -15; D1 ag: 2; D1 antagonist: 3; Vif-APOBEC3F blk: 2%; GRP78 ERSR act: -4%; RXFP1 agonist: 0.0%; RXFP1 antag: 0; D2 potentiator: 8

How did CCn1nc(C(=O)OC2CCOC2=O)c2ccccc2c1=O (configuration not stated) do in these assays?
Vif-APOBEC3G blk: 3%; D1 PAM: -1; D1 ag: 3; D1 antagonist: -6; Vif-APOBEC3F blk: 0%; GRP78 ERSR act: -5%; RXFP1 agonist: 3.6%; RXFP1 antag: -3; D2 potentiator: -3

What do the screens show for `CCc1ccccc1-n1nnc(-c2nc(-c3ccccc3F)no2)c1C`?
Vif-APOBEC3G blk: -1%; D1 PAM: 0; D1 ag: 9; D1 antagonist: 2; Vif-APOBEC3F blk: -18%; GRP78 ERSR act: -3%; RXFP1 agonist: -0.1%; RXFP1 antag: -4; D2 potentiator: 0
